Source: PubChem
Pf apPOL inh: Pf-apPOL DNA polymerase inhibition | Recombinant Pf-apPOL, molecular beacon fluorescence, 1.5 h | AID 1794808 | actives 0.25% (n = 210,000) | inhibition, % at 10 µM
mHTT CaM bind: mHTT-calmodulin interaction abrogation. P42858. AlphaScreen His-mHTT/GST-CaM binding, luminescence. AID 1671202. actives 3.6% (n = 190,000). inhibition, % at 15 µM;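 note: 0% = both proteins with DMSO and 100% = one protein alone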
Target sequence (P42858 whole entry, looked up, stated change not applied): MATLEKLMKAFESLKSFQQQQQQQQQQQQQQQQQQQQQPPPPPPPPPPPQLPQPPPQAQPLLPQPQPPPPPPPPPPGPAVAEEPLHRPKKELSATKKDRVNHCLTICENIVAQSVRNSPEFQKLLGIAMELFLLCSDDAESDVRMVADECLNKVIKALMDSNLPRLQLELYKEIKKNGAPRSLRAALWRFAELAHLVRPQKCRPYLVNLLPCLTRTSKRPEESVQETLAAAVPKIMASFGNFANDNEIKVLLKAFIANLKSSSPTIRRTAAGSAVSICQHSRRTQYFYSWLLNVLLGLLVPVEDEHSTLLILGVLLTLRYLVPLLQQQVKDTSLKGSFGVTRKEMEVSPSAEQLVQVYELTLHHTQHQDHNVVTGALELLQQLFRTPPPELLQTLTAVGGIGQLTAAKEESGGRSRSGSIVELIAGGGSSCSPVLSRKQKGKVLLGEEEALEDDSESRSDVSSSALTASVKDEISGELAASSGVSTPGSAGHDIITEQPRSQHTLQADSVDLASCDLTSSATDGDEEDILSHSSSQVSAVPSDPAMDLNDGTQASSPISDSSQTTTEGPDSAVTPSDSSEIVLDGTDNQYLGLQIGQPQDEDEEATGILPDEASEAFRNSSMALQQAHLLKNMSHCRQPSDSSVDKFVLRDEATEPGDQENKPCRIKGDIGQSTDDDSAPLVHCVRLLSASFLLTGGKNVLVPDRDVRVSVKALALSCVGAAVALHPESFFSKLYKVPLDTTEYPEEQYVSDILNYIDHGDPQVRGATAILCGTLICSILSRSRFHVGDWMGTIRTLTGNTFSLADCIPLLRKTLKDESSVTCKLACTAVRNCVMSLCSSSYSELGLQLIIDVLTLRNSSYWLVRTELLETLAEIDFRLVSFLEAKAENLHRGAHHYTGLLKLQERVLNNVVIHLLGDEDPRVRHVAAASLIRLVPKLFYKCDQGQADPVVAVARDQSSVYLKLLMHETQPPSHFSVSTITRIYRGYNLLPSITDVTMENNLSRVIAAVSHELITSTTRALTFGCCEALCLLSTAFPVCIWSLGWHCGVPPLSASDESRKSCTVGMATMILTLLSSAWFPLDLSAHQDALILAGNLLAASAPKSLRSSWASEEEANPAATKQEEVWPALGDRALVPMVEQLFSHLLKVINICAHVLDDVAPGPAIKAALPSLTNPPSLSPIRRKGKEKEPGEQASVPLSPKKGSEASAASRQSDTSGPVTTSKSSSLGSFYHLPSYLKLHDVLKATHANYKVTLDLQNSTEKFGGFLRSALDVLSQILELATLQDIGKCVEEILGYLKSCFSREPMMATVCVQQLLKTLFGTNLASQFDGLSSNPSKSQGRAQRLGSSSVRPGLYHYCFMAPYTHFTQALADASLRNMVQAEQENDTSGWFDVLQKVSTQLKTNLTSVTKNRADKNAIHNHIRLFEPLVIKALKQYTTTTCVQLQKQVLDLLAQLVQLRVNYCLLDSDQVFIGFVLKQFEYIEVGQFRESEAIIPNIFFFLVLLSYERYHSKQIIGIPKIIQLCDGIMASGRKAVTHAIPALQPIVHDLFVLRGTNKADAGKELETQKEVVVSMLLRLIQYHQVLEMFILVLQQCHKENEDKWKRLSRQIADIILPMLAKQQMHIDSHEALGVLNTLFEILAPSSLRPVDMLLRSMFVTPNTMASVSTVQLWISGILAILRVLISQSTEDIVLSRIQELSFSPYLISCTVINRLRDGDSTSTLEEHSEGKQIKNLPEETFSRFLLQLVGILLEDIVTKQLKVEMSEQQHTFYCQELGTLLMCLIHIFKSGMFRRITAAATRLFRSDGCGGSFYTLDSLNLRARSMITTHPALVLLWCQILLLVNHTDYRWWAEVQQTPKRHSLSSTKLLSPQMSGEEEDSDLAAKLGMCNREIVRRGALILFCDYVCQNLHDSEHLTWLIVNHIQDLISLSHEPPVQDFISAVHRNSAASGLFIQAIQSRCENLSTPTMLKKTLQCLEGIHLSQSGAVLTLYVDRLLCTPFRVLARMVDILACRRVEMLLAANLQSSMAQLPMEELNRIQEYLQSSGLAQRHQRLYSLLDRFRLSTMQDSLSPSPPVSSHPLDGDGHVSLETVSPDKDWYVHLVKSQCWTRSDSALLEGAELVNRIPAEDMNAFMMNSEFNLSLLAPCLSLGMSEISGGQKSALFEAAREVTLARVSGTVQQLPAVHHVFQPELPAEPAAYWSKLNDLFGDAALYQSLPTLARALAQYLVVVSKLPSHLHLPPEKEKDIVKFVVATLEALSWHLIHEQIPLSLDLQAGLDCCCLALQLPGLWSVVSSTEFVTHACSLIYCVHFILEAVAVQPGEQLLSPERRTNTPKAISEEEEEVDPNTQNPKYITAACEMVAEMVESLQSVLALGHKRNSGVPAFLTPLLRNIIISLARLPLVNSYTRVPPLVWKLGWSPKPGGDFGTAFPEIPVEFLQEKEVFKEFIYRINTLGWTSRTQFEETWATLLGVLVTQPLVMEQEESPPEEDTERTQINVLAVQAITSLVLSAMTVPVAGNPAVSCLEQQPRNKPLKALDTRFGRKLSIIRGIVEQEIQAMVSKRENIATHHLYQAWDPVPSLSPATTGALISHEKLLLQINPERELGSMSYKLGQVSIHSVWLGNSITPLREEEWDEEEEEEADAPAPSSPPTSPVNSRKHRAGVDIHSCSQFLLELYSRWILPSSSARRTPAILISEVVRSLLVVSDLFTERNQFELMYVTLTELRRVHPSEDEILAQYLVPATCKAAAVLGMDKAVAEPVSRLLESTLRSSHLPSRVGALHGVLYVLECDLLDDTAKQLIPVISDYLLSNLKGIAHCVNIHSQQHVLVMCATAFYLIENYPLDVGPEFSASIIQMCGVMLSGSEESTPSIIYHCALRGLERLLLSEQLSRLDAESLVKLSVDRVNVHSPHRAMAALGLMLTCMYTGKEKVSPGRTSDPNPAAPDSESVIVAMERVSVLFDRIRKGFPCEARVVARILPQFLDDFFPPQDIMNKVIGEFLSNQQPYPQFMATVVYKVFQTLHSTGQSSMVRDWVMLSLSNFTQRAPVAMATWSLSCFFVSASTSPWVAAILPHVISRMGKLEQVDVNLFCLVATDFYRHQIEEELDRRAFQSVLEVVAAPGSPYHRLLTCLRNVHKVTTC
* = called active by the depositor; · = not tested or not shown; & = joins results of further samples; ! = not active in a repeat. Cut-off read from the data, not from the text of the source: active = inhibition above about 50%; inactive = the rest. Not all compounds are listed; rates above refer to the full screens.

#1 CCCn1c(C2CCN(C(=O)c3ccn(CC)n3)C2)nc2cccnc21 (stereo unspecified)
#2 CCC(CO)Nc1nc(NCc2ccccc2)c2ncn(C(C)C)c2n1 (stereo unspecified)
#3 CCC1=NN(C(=O)c2ccc(Cl)cc2)C(O)(c2ccc(Br)cc2)C1 (stereo unspecified)
#4 O=C1C=CC(=O)N1c1ccccc1N1C(=O)C=CC1=O
#5 COc1ccc(C2CN(S(=O)(=O)c3ccc(OC)c(OC)c3)CCN2C)cc1 (stereo unspecified)
#6 Cc1ccc(-c2nnc(NCc3ccccc3)c3ccccc23)cc1S(=O)(=O)NCCO
#7 CCCNC(=O)N1CCC(Cc2nc3cccnc3n2C)C1 (stereo unspecified)
#8 CCOc1cccc2cc(-c3nnc(NC(=O)Cc4cccs4)o3)oc12
Compound	1	2	3	4	5	6	7	8
Pf apPOL inh	-4	6	-12	-3	4	-8	0	-1
mHTT CaM bind	-1	·	85*	4	28	42	1	23

#9 CCC(C)C(=O)Nc1nnc(CC(C)(C)C)s1 (stereo unspecified)
#10 CCN(CC)CC(O)COc1ccc(-c2ccc(OCC(O)CN(CC)CC)cc2)cc1 (stereo unspecified)
#11 Cn1c2ccccc2c2nnc(SCC(=O)Nc3ccc(Cl)cc3[N+](=O)[O-])nc21
#12 CN(C)c1ccc(C(C2=C(O)CC(C)(C)CC2=O)C2C(=O)CC(C)(C)CC2=O)cc1 (stereo unspecified)
#13 COc1ccc(C=C2Oc3c(ccc(OS(C)(=O)=O)c3C)C2=O)cc1
#14 Cc1ccc(C2CC(c3cccs3)=NN2S(=O)(=O)c2ccc(C)cc2)cc1 (stereo unspecified)
#15 CCCCOc1ccc(S(=O)(=O)n2c([N+](=O)[O-])cnc2C)cc1
#16 Cc1ccccc1C1N(c2ccc(Cl)cc2)C(=O)C2CCCN21 (stereo unspecified)
Compound	9	10	11	12	13	14	15	16
Pf apPOL inh	·	4	-1	0	0	-30	-5	0
mHTT CaM bind	-6	11	-1	16	6	-5	-2	13

#17 COc1cc2c(cc1OC)C(SC)=NC(C)(C)C2
#18 COCCN=C1Nc2ccccc2CNC12CCN(C(=O)NCc1ccc(C)cc1)C2 (stereo unspecified)
#19 CCN1CCN(Cc2c(O)ccc3c2OC(=Cc2cc(OC)c(OC)cc2OC)C3=O)CC1
#20 CN1C(=O)CC(C(=O)Nc2ccccc2)SC1=Nc1ccc(Cl)c(C(F)(F)F)c1 (stereo unspecified)
#21 O=C(Nc1ccc(OCc2ccccc2)cc1)C1CCN(C(=O)c2ccccc2Cl)CC1
#22 CC(=O)Nc1ccc(Nc2nnc(C)c(=O)[nH]2)cc1
#23 CCOC(=O)c1c(NC(=O)C2CCCCN2S(C)(=O)=O)sc(C)c1C (stereo unspecified)
#24 CC(C)CC(=O)NCCC1CCN(C(=O)c2ccc(F)cc2)CC1
Compound	17	18	19	20	21	22	23	24
Pf apPOL inh	95*!	2	-5	2	1	-1	-4	-3
mHTT CaM bind	-1&-3	23	28	-6	11	-7	-9	-8

#25 CNC(=O)c1cnn(-c2cccc(F)c2)c1-n1cccc1
#26 O=C(CSc1n[nH]c(-c2ccncc2)n1)c1ccc(Br)cc1
#27 O=C(NCc1cccs1)c1cccc(N2CCNC(c3ccccc3)C2)n1 (stereo unspecified)
#28 CC1CN(C(=O)C2C3CCC(O3)C2C(=O)O)CC(C)O1 (stereo unspecified)
#29 O=C(CC1CCCCC1)Nc1cc(F)c2nc(N3CCOCC3)ccc2c1
#30 O=C(NCCc1c[nH]c2ccccc12)C(=O)NCCc1c[nH]c2ccccc12
#31 COc1ccc(-n2c(SCC(=O)Nc3cc(C)[nH]n3)nc3ccsc3c2=O)cc1
#32 COc1cc(C2C(N3C(=O)c4ccccc4C3=O)C(=O)N2c2cccc(C)c2)cc(OC)c1OC (stereo unspecified)
Compound	25	26	27	28	29	30	31	32
Pf apPOL inh	-5	4&-2	-7	-3	1	4	-1	-1
mHTT CaM bind	-4	16&30	26	0	-10	1	4	11

#33 O=C(Nc1ccccc1Oc1ccccc1)c1cccc(F)c1
#34 CCOC(=O)C1C(=O)C=C(c2ccc(OC)cc2)CC1c1ccc([N+](=O)[O-])cc1 (stereo unspecified)
#35 COc1nccnc1NS(=O)(=O)c1ccc(NC(=O)c2cc3ccccc3oc2=O)cc1
#36 O=C(NC1CC1)c1ccc(OCC2CCCN(C(=O)C3(c4ccccc4)CC3)C2)cc1 (stereo unspecified)
#37 CCCC(=O)Nc1ccccc1NC(=O)c1cccc(Cl)c1
#38 CCc1onc(C)c1C1CCCN1C(=O)Cn1cc(Cl)cn1 (stereo unspecified)
#39 C=CCN(C(=O)c1cc2cc3ccc(OC)cc3nc2o1)c1ccccc1
#40 CCN(CC)CCC(=O)c1ccc(C(C)C)cc1
Compound	33	34	35	36	37	38	39	40
Pf apPOL inh	0	5	-3	-2	-5	-1	-1	-4
mHTT CaM bind	-46	23	-1	14	1	5	2	-4

#41 CCNC(=O)C(C)n1cc(C)sc1=NC(=O)c1ccccc1F (stereo unspecified)
#42 COCCC1CCN(C(=O)c2cc(Cl)ccc2F)CC1
#43 COc1cc(O)c(C(CC(=O)N2CCCC(C)C2)c2cc(OC)c(OC)c(OC)c2)c(OC)c1 (stereo unspecified)
#44 Cc1ccc2c(c1)CCN1C(=O)CN(S(=O)(=O)c3cccc(Cl)c3C)CC21 (stereo unspecified)
#45 COc1ccccc1CC(=O)N1CCC(n2c(C3CCCC3)nc3cccnc32)C1 (stereo unspecified)
#46 O=C(Nc1cnc2ccccc2c1)C1c2ccccc2C(=O)N2CCc3ccccc3C12 (stereo unspecified)
#47 Cc1cccc(NC(c2cccc(F)c2)c2ccc3ccc(C)nc3c2O)n1 (stereo unspecified)
#48 CCOCCCN1COc2ccc3c(=O)c(-c4ccc(Cl)cc4)coc3c2C1
Compound	41	42	43	44	45	46	47	48
Pf apPOL inh	-1	-2	-9	-5	-3	0	-5	-21
mHTT CaM bind	-3	3	5	61*	12	-2	76*	8

Quoted at random: 2 compounds from above
#42 COCCC1CCN(C(=O)c2cc(Cl)ccc2F)CC1
#44 Cc1ccc2c(c1)CCN1C(=O)CN(S(=O)(=O)c3cccc(Cl)c3C)CC21 (stereo unspecified)
Compound	42	44
Pf apPOL inh	-2	-5
mHTT CaM bind	3	61*

(next part)
#49 Cn1nc(CNC(=O)c2cccs2)c2ccccc21
#50 O=c1[nH]c2ccc(S(=O)(=O)N(CCO)CCO)cc2[nH]1
#51 Cc1ccc(F)cc1S(=O)(=O)N1CCCC(C)(C(=O)NCc2ccc(F)cc2)C1 (stereo unspecified)
#52 Cc1oc(C2CCN(C(=O)c3cccc(Br)c3)CC2)nc1C(=O)N1CCCC1
#53 Fc1ccc(OCCCN2CCOCC2)cc1
#54 O=C(CCCN1C(=O)c2cccnc2C1=O)Nc1cccc(C(F)(F)F)c1
#55 Cc1noc(C)c1CCNC(=O)C1CCN(c2ncnc3c2nc2n3CCCCC2)CC1
#56 CC(C)CCNC(=O)C1CCc2sc(C(=O)N(C)C)cc2C1 (stereo unspecified)
Compound	49	50	51	52	53	54	55	56
Pf apPOL inh	-1	-4	-6	-1	-7	-12	0	-6
mHTT CaM bind	-4	-7	8	6	-3	8	-2	-5

#57 CC1CCN(C(=O)C2CCCN(c3ncc(-c4ccc(F)cc4)cn3)C2)CC1 (stereo unspecified)
#58 O=C(Nc1ccccc1Cl)c1cccc(Br)c1
#59 O=S(=O)(Nc1ccc(F)c(F)c1)c1ccc(Cl)s1
#60 COCCn1cc2c3c(cccc31)CN(C(=O)Cc1cccc(F)c1)CC2
#61 O=C(C1CCCC1)N1CCC2(CC1)SCC(=O)N2Cc1ccccc1
#62 COc1ccc(C2C=C(c3cccs3)Nc3nc(CCCO)nn32)cc1 (stereo unspecified)
#63 CCOc1ccccc1N1CCN(Cc2cc3c(cc2[N+](=O)[O-])OCO3)CC1
#64 CCCC(=O)Nc1ccccc1NC(=O)c1ccc(Cl)cc1Cl
Compound	57	58	59	60	61	62	63	64
Pf apPOL inh	0	-2	·	-1	-1	-11	-2	-1
mHTT CaM bind	17	-27	-9	40	-5	14	51*	1

#65 O=C(c1ccc(OCC2CCCN2C(=O)c2c(F)cccc2Cl)cc1)N1CCOCC1 (stereo unspecified)
#66 CN=c1nc(-c2ccccc2)n(-c2ccccc2)s1
#67 COc1cccc(CNC(=O)C2(C)CCCN(C(=O)Nc3ccc(OC)cc3OC)C2)c1 (stereo unspecified)
#68 Cc1onc(-c2c(Cl)cccc2Cl)c1C(=O)NN(C)c1ccc([N+](=O)[O-])cn1
#69 COc1ccc(NC2=CC(c3ccc(OC)c(OC)c3)N(c3ccc(OC)cc3)C2=O)cc1 (stereo unspecified)
#70 O=S(=O)(OC(Cc1ccccc1)C(F)(F)F)c1cc(Cl)c(Cl)s1 (stereo unspecified)
#71 O=C(Cc1c(F)cccc1Cl)N1CCc2nc3cc[nH]n3c(=O)c2C1
#72 COc1ccc(/C=C/C(=O)Nc2nc(N)n(-c3ccccc3)n2)cc1
Compound	65	66	67	68	69	70	71	72
Pf apPOL inh	8	-3	5	-1&-8	-3	-7	3	-11
mHTT CaM bind	-1	·	1	·	21	·	-4	23

#73 Cc1cccc(N=c2oc3ccc(Br)cc3cc2C(=O)Nc2nccs2)c1
#74 Cc1ccc2[nH]cc(CCN3CC(C(=O)Nc4ccc(C)c(Cl)c4)CC3=O)c2c1 (stereo unspecified)
#75 COc1ccc(N2CC34C=CC(O3)C(C(=O)O)C4C2=O)cc1 (stereo unspecified)
#76 COc1ccc(CCNC(=O)CCSCc2cccc(Cl)c2)cc1OC
#77 CCN1C(=O)OC2(CC(C)(C)NC(C)(C)C2)C1(C)O (stereo unspecified)
#78 CC(=O)N1c2ccccc2NC2=C(C(=O)CC(C)(C)C2)C1c1ccc([N+](=O)[O-])s1 (stereo unspecified)
#79 Cc1ccc(C(=O)N2CCC(COc3ccc(C(=O)N4CCOCC4)cc3)CC2)s1
#80 O=c1onc(-c2cccc(Cl)c2)n1-c1ccccc1
Compound	73	74	75	76	77	78	79	80
Pf apPOL inh	0	-1	-2&0	-16	3	1	-3	7&0
mHTT CaM bind	1	86*	-11&-2	11	-4	16	5	·

#81 CC(C)C(=O)Nc1ccc(C(=O)NCCNS(=O)(=O)c2ccc3c(c2)OCCO3)cc1
#82 COc1cc(C(=O)Nc2cc([N+](=O)[O-])ccc2C)cc(OC)c1OC
#83 COc1cccc(NC(=O)c2cccnc2-c2cccs2)c1
#84 Cc1cc(C)c(S(=O)(=O)NCCCn2ccnc2)c(C)c1
#85 CCCc1ccc(S(=O)(=O)N2CCC(c3nc4ccncc4n3CCOC)C2)cc1 (stereo unspecified)
#86 Cc1ccc(S(=O)(=O)C2(C(=O)NCc3cccs3)CC2)cc1
#87 COc1ccc2c(c1)CCC1=C2NC(=S)NC1c1cccc(Br)c1 (stereo unspecified)
#88 COC(=O)c1ccc2c(=O)n(CCc3ccccc3)c(N3CCCC3)nc2c1
Compound	81	82	83	84	85	86	87	88
Pf apPOL inh	-3	0	-2	2	-2	7	13&14	-1
mHTT CaM bind	-8	-6	-2	2	10	-4	·	-136

5 entries already listed, sorted by length of the SMILES, descending:
#81 CC(C)C(=O)Nc1ccc(C(=O)NCCNS(=O)(=O)c2ccc3c(c2)OCCO3)cc1
#85 CCCc1ccc(S(=O)(=O)N2CCC(c3nc4ccncc4n3CCOC)C2)cc1 (stereo unspecified)
#82 COc1cc(C(=O)Nc2cc([N+](=O)[O-])ccc2C)cc(OC)c1OC
#88 COC(=O)c1ccc2c(=O)n(CCc3ccccc3)c(N3CCCC3)nc2c1
#87 COc1ccc2c(c1)CCC1=C2NC(=S)NC1c1cccc(Br)c1 (stereo unspecified)
Compound	81	85	82	88	87
Pf apPOL inh	-3	-2	0	-1	13&14
mHTT CaM bind	-8	10	-6	-136	·

Continuation:
#89 COc1cc(Br)cc(/C=c2\sc3nc4ccccc4n3c2=O)c1OC
#90 O=c1[nH]c2ccc(N=Cc3cc(O)ccc3Br)cc2[nH]1
#91 COc1cccc(N(C(C)=O)C2=C(NC3CCCCC3)C(=O)c3ccccc3C2=O)c1
#92 C=CCNc1nc(Cl)nc(Nc2ccc(I)cc2)n1
#93 COc1cccc(C2CC(C(F)(F)F)n3ncc(C(=O)NCc4cccnc4)c3N2)c1 (stereo unspecified)
#94 COc1ccc(-c2c(C)oc3cc(OC(C)C(=O)O)ccc3c2=O)cc1OC (stereo unspecified)
#95 COc1ccc(C)cc1NC(=O)N1CCC(c2nc3ccncc3n2C)C1 (stereo unspecified)
#96 CCN(C)C1CN(Cc2cn(Cc3ccc(Cl)cc3)nn2)S(=O)(=O)C1 (stereo unspecified)
#97 COc1ccc(CNC(=O)C2CCn3c(nc4ccccc43)C2)cc1OC (stereo unspecified)
#98 N#C/C(=C\c1ccccc1C(F)(F)F)c1nc2ccccc2c(=O)[nH]1
#99 COc1ccc(N2C=NS(=O)(=O)c3cccnc32)cc1
Compound	89	90	91	92	93	94	95	96	97	98	99
Pf apPOL inh	-2	-3	6	-4	-4	-2	-4	-7	6	28	1
mHTT CaM bind	-5	9	62*	-1	33	1	3	-20	-2	-3	-8
